Screens from PubChem.
14-3-3 Bad PPI – inhibitors of 14-3-3 zeta/Bad binding, primary screen, biochemical, TR-FRET, bovine 14-3-3 zeta; AID 781, 2007; hit rate 0.71% among 220,000; inhibition, % at 21.7 µM; 14-3-3 protein zeta/delta (Bos taurus), P63103; TR-FRET 14-3-3zeta/Dy647-pBad peptide displacement, 1 h;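 active means inhibition above about 70%, limit read from the data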;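 further: 0% = full 14-3-3 plus peptide FRET controls and 100% = background without 14-3-3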
Target sequence (P63103 whole entry, looked up): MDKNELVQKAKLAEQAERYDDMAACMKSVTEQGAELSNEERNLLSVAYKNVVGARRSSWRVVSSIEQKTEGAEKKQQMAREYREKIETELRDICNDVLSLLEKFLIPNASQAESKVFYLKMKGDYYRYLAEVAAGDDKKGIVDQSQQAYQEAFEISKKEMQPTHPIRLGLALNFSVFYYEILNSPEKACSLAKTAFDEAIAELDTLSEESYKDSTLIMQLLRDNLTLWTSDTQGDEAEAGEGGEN
Rad51 HR inh – human RAD51 strand exchange inhibitors, primary screen, biochemical, fluorescence | DNA repair protein RAD51 homolog 1 (Homo sapiens), Q06609 | hRad51 DNA strand exchange, fluorescence dequenching | inhibition, % at 10 µM | hit rate 0.085% among 200,000;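 active means inhibition above 40% at the single screening dose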;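 further: 0% = DMSO control wells and 100% = blanks with heterologous ssDNA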
Target sequence (Q06609 whole entry, looked up): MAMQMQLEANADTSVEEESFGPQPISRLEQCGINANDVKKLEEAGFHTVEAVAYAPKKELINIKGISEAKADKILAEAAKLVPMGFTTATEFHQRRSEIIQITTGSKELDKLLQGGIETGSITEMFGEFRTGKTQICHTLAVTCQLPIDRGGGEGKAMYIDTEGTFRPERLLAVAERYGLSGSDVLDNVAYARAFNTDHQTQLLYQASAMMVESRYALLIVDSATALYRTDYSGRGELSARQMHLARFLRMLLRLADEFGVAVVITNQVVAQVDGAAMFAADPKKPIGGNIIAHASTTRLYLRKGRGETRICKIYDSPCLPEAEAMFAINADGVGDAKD
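System: hRad51 filaments on single-stranded DNA; reagent: Fluorescein- and BHQ1-tagged 47-mer duplex; compound dosing: one concentration, 10 µM final; timing: filaments 15 min 37 °C, then compound 30 min; measured by: fluorescein emission 520 nm, excitation 485 nm; benchmarks: per-plate controls and blanks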
Tb hexokinase – Trypanosoma brucei hexokinase 1 inhibitors, primary screen, biochemical, G6PDH-coupled NADH absorbance, MLSCN library; hexokinase 1 [Trypanosoma brucei]; recombinant TbHK1, G6PDH-coupled NADH A340; inhibition, % at 10 µM; hit rate 0.11% among 220,000; AID 1430, 2008;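 active means inhibition of 50% or more in the single-dose primary screen; inactive means inhibition below 50%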
eIF4E 4G PPI – eIF4E–eIF4G protein interaction inhibitors, primary screen, biochemical, uHTS, TR-FRET, eIF4GI fragment; Eukaryotic translation initiation factor 4E (Mus musculus) + Eukaryotic translation …; TR-FRET eIF4E-eIF4GI(517-606) binding, 2 h; inhibition, % at 21.7 µM; hit rate 0.37% among 220,000; AID 782, 2007;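 active means inhibition above about 30%, limit read from the data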;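 further: 0% = full FRET control wells and 100% = background wells lacking eIF4GI fragment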
PGE2 EP2 inh – human EP2 receptor antagonists, primary screen, TR-FRET cAMP, C6 glioma cells. Prostaglandin E2 receptor EP2 subtype (Homo sapiens), P43116. C6 glioma cells expressing human EP2; cells stimulated with saturating PGE2. AID 1422, 2008. hit rate 0.52% among 260,000. inhibition, % at 25 µM;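 active means percent inhibition above 40 after rounding to a whole number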;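 further: rat C6 glioma host cells with rolipram phosphodiesterase inhibitor present; the protocol text gives 20 µM as final concentration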
Target sequence (P43116 whole entry, looked up): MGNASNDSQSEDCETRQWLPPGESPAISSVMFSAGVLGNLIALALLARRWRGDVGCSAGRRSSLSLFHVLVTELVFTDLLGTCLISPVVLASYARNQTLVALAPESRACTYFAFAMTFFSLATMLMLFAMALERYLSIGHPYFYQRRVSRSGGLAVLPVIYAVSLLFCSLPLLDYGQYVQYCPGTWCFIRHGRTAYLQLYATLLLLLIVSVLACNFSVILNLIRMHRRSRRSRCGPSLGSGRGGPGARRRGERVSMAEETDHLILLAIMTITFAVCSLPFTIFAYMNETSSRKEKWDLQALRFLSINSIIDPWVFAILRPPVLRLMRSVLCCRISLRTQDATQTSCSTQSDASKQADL
EP2 modulator – EP2 receptor modulators, cAMP readout, primary screen, cell-based, HTRF cAMP, PGE2 stimulation | hit rate 0.83% among 260,000 | induction, % at 25 µM | Prostaglandin E2 receptor EP2 subtype (Homo sapiens), P43116 | AID 940, 2007 | EP2-expressing cells, cAMP HTRF FRET, PGE2 co-stimulation;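 active means compounds whose cAMP rise, as percent of the full-agonist control response, exceeds 60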;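 further: rat C6 glioma line stably carrying human EP2 under a CMV promoter; the protocol text gives 20 µM as final concentration; 100% = response of wells given 1 µM PGE2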
Hck-Nef inh – inhibitors of Nef-activated human Hck kinase, primary screen, biochemical, Z-Lyte FRET, 384-well, Hck-YEEI; Tyrosine-protein kinase HCK (Homo sapiens), P08631; Recombinant Hck-YEEI plus Nef, Z-Lyte FRET kinase assay; inhibition, % at 20 µM; hit rate 0.68% among 220,000; AID 463187, 2010;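 active means Hck-Nef kinase inhibition above about 50%, limit read from the data; inactive means inhibition below that limit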;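 further: 0% = DMSO with Hck plus Nef and 100% = Hck alone without Nef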
L929 necroptosis – inhibitors of zVAD-triggered necroptosis, primary screen, L929 cells | L929 zVAD necroptosis rescue, ATP luminescence, 24 h; with zVAD 60 µM | viability rescue, % at 10 µM | hit rate 0.38% among 220,000;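 active means activation, scaled between plate controls, above about 75%, limit read from the data; inactive means activation under that limit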;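 further: 0% = zVAD with DMSO and 100% = DMSO alone without zVAD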
Calpain2 inh – inhibitors of pig calpain II, primary screen, biochemical, fluorogenic peptide substrate, 1536-well; purified calpain II, 30 min; inhibition, % at 16 µM; hit rate 0.37% among 220,000;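 active means inhibition above about 50%, limit read from the data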
Numbers without * were called inactive; x = not tested or not shown; & = joins results of further samples; [ ] = dose if it differs, or a comment. This is a subset; the hit share may differ from the screen's.

SMILES | 14-3-3 Bad PPI | Rad51 HR inh | Tb hexokinase | eIF4E 4G PPI | PGE2 EP2 inh | EP2 modulator | Hck-Nef inh | L929 necroptosis | Calpain2 inh
CCO[C@@H]1OC(C(=O)NC2CC2)=C[C@H](C)[C@H]1CCCO | -4 | -1 | -3 | -7 | 12 | 3 | 9 | -0.7 | 9
Cc1csc(NC(=O)C2CCCN2C(=O)OCC(C)C)n1 (stereo not given) | -5 | 0 | -3 | 2[fluorescence artefact?] | 15 | -5 | 0 | -0.4 | 16
O=S(=O)(Cc1cc(Cl)nc(-c2ccncc2)n1)c1ccccc1 | 16 | 18 | 7 | -1 | 1 | -40 | 20 | -1.4 | -13
COc1ccc(-c2ccc(=O)n(CC(=O)Nc3ccc(C(=O)NC4CC4)cc3)n2)cc1OC | 30 | 3 | -10 | 12 | 9&13 | 35&38 | 0 | 0.3 | 2
O=C(c1ccccc1)N1CCN(c2ccccc2F)CC1 | 4[fluorescence artefact?] | -2 | -3 | 1[fluorescence artefact?] | 10 | 0 | 1 | 0.7 | 1
O=C(CNC(=O)c1cccs1)c1ccc([N+](=O)[O-])cc1 | -4 | -9 | -1 | 23 | 0 | 1 | 3 | 0.2 | -15
O=C(COc1ccccc1)NCc1ccc(-n2cccc2)cc1 | -3 | -18 | -9 | 3 | 5 | -58 | -2 | 1.4 | -16
CCOC(=O)C1(CCOC)CCN(C(=O)c2ccccc2-c2cccc(C)c2)CC1 | -3 | 11 | 2 | 1 | 2 | -4 | 20 | 0.7 | 32
CCOC(=O)c1cc(CC)sc1N1C(=O)CC(Sc2ncccc2C(=O)O)C1=O (stereo not given) | 2 | 0 | -5 | -2 | 7 | 23 | 13 | 3.0 | -15
CCc1nnc(NC(=O)CCc2ccc(C)o2)s1 | -14 | -1 | -4 | 6 | 5 | 0 | 1 | 0.7 | -31
CCN1CCN(c2cc(=O)n(C3CCCCC3)c(=O)[nH]2)CC1 | -1 | 2 | 1 | 0 | 9 | -13 | 6 | 0.9 | -12
O=C(c1ccc2c(c1)N(Cc1cccc(Cl)c1)C(=O)c1ccccc1S2(=O)=O)N1CCN(c2ccccn2)CC1 | 4 | -2 | 7 | -1 | 13 | -13 | 19 | -1.5 | -169
O=C(Nc1cccc(F)c1)N1CC=C(c2ccc(Cl)cc2)CC1 | -4 | -1 | -1 | -7 | 10 | -39 | 3 | 0.4 | -5
Cn1cnc2c1c(=O)n(Cc1cccc(Br)c1)c(=O)n2C | -4[fluorescence artefact?] | 2 | -1 | -4[fluorescence artefact?] | 7 | 38 | -2 | -0.4 | 5
O=C(c1c[nH]c2ccc(F)cc2c1=O)N1CCCCCC1 | -7 | 3 | -10 | 1 | 2 | 35 | 7 | -0.4 | -11
CN(C)CCC(O)(c1ccccc1)c1ccccc1 | -4 | 2 | 1 | 3 | 16 | 8 | -1 | 1.9 | -1
OCCC1CN(Cc2ccccc2O)CCN1CCc1ccccc1 (stereo not given) | -4 | -9 | 4 | 2 | 11 | 17 | 7 | 1.9 | -16
Cc1cccc(-n2c(N)cc(=O)[nH]c2=S)c1 | -11 | 0 | -3 | 2[fluorescence artefact?] | 4 | -12 | 0 | 0.4 | 9
COC(=O)C1CCN(C(=O)c2ccccc2NC(C)=O)CC1 | 1 | 1 | -1 | 0 | 7 | 6 | 4 | 0.9 | 9
Cc1ccc(C(c2nnnn2CC2CCCO2)N2CCN(c3cccc(C)c3C)CC2)cc1 (stereo not given) | -10 | 7 | 18 | -6 | 12 | 18 | 1 | -0.2 | 6
O=C(NC(=S)Nc1ccccc1N1CCCC1)c1ccc([N+](=O)[O-])cc1 | -11 | 2 | 5 | 9[fluorescence artefact?] | 6 | -6 | 9 | 1.0 | -12
C/C(=N\NC(=O)c1ccc(Cn2cc(Br)cn2)o1)c1cccc(NC(=O)C(C)C)c1 | -13 | 9 | 32 | -1 | 7 | -37 | 5 | -0.1 | 14
Cc1cc(NC(=O)c2ccc(S(=O)(=O)N(C)C)cc2)n(-c2ccccn2)n1 | -5 | -2 | -8 | -6 | 6 | 10 | 2 | -0.2 | 7
COc1ccc(S(=O)(=O)NCC2CCCN(CC(C)(C)C)C2)cc1 (stereo not given) | 0 | -13 | 1 | -2 | 6 | -12 | 11 | 8.5 | -22
CC(NC(=O)OC(C)(C)C)C(=O)N1CCCC1C(=O)NC(Cc1ccccc1)C(N)=O (stereo not given) | -5 | -3 | -2 | 8 | 3 | 5 | 0 | 0.5 | 12
COc1ccc(Cc2nnc(N/N=C/c3ccccc3O)[nH]c2=O)cc1OC | -1 | -1 | -9 | -6[fluorescence artefact?] | 12 | -18 | -2 | 39 | 31
O=C(Nc1ccc(Cl)cc1Cl)C1=Cc2ccccc2OC1 | 7[fluorescence artefact?] | -10 | 3 | 2[fluorescence artefact?] | 13 | 8 | 1 | 0.9 | -18
C/C(=N\NC=O)c1ccncc1 | 6 | x | -5 | -1 | 6 | 12 | 11 | 0.5 | -18
CCOc1cc(NC(=O)c2ccco2)c(OCC)cc1NC(=O)CCC(=O)NCc1cccnc1 | -6 | 1 | -26 | -1 | 5 | 11 | 0 | 3.5 | 12
Cn1nc(-c2ccc(Cl)cc2)c2cc(C(=O)N3CCN(C(=O)c4ccco4)CC3)sc21 | -4 | -6 | -22 | -1 | 22 | -18 | 1 | 0.9 | -45
Cc1cccc(OCCNC(=O)c2ccc(Oc3ccc(C(F)(F)F)cc3[N+](=O)[O-])cc2)c1 | 11 | 4 | 4 | -1 | 5 | -33 | -1 | 0.1 | 3
Cc1cccc(NC(=O)CSc2nnc(CCC(=O)Nc3ccc(C)c(Cl)c3)n2C)c1 | 11 | 2 | -1 | -14 | 2 | 0 | 2 | -0.4 | 18
CCOC(=O)C(C(=O)OCC)C(CC(=O)C1CC1)c1ccccc1 (stereo not given) | 4 | 10 | 1 | 5 | 8 | 3 | 0 | 0.1 | 21
COC(=O)Nc1ccc2c(c1)ncn2C1CCCCC1 | -7 | -3 | 0 | -2[fluorescence artefact?] | 3 | -4 | 1 | 59 | 7
O=C(Nc1ccc2[nH]c(=O)[nH]c2c1)C(F)(F)F | -1 | x | -1 | -1 | 7 | 15 | 22 | 1.4 | -9
O=C(CCCC(=O)N(CC(=O)NC1CCCC1)Cc1ccc(F)cc1)Nc1ccccn1 | 2 | 2 | -18 | -5 | 5 | 17 | 0 | 1.2 | -24
CC(C)(C)C1CCC2(CC1)NC(=S)N(c1ccccc1)N2 (stereo not given) | -12 | 5 | 6 | -1 | 16 | 20 | 4 | 1.1 | 22
C=CCSc1cc(C)nc2c(-c3ccccc3)c(C)nn12 | -4 | x | -20 | 3 | 14 | 24 | 13 | 5.3 | -4
O=[N+]([O-])c1ccc(-c2nn(-c3ccccc3)cc2/C=N/n2c(-c3cccs3)n[nH]c2=S)cc1 | 35 | 8 | -27 | 7 | 5 | 30 | -19 | 0.7 | -34
C/C(=N\NC(=O)c1cccc(S(=O)(=O)Nc2cccc(Cl)c2)c1)c1cccs1 | 13 | 7 | -4 | -2 | 14 | 1 | 2 | 2.7 | -27

In the list so far, 2 have bromine:
SMILES | 14-3-3 Bad PPI | Rad51 HR inh | Tb hexokinase | eIF4E 4G PPI | PGE2 EP2 inh | EP2 modulator | Hck-Nef inh | L929 necroptosis | Calpain2 inh
Cn1cnc2c1c(=O)n(Cc1cccc(Br)c1)c(=O)n2C | -4[fluorescence artefact?] | 2 | -1 | -4[fluorescence artefact?] | 7 | 38 | -2 | -0.4 | 5
C/C(=N\NC(=O)c1ccc(Cn2cc(Br)cn2)o1)c1cccc(NC(=O)C(C)C)c1 | -13 | 9 | 32 | -1 | 7 | -37 | 5 | -0.1 | 14

Remaining list, next part.
SMILES | 14-3-3 Bad PPI | Rad51 HR inh | Tb hexokinase | eIF4E 4G PPI | PGE2 EP2 inh | EP2 modulator | Hck-Nef inh | L929 necroptosis | Calpain2 inh
CSc1nc(=O)n2cc(C)ccc2n1 | -15 | 0 | -27 | 2 | 3 | 11 | 21 | 1.6 | 18
COC(=O)C1=C(C)N(c2cccc(C(C)=O)c2)C(=O)C1 | -3 | 0 | 1 | -3 | 7 | 1 | 8 | 0.0 | 1
CCOc1ccc(NC(=S)NCc2cccnc2)cc1 | 3 | -2 | 5 | 2 | 10 | -33 | 8 | 0.4 | 12
COc1ccc(N2CCN(Cc3nc(N)nc(Nc4ccccc4OC)n3)CC2)cc1 | 3 | 0 | 7 | -1 | 4 | -9 | -1 | -0.3 | -10
CC(=O)c1c(N2CCN(c3ccccc3)CC2)nc(=S)n(-c2ccccc2)c1C | -4 | -2 | -16 | 0 | 15 | 11 | 0 | -0.1 | -16
Cc1cc2ncn(CC3CC3(Cl)Cl)c2cc1C (stereo not given) | 1 | 6 | 2 | -3 | 9 | 1 | 13 | 7.5 | 23
COc1ccccc1NC(=O)N1CCN(Cc2ccc3c(c2)OCO3)CC1 | 8 | 16 | -9 | 2 | 23 | 16 | 0 | 0.6 | -1
N#C/C(=C/c1ccc(N2CCOCC2)c([N+](=O)[O-])c1)C(N)=O | -5 | -3 | -32 | 1 | 19 | -23 | -18 | 1.2 | 9
Cc1cc(C)cc(OCC(=O)OC/C(O)=C(\C#N)c2nc3ccccc3[nH]2)c1 | -6 | x | -6 | 2 | 12 | -16 | 6 | 13 | -14
Cc1ccc(C(CC(=O)c2ccc(Cl)cc2)C(=O)O)cc1 (stereo not given) | -7 | -10 | -8 | 0 | 13 | 28 | 15 | 4.2 | -21
Cc1ccnc2c(N3C(=O)C4C5C=CC(C5)C4(C)C3=O)cccc12 (stereo not given) | 2 | 5 | 1 | 3 | 6 | 11 | 21 | 0.9 | 15
Cc1cc(=O)n(-c2ccccc2Cl)[nH]1 | -16 | 18 | 0 | 4 | 1 | 6 | 25 | 1.6 | -5
O=c1cc(-c2ccccc2Cl)oc2c(NS(=O)(=O)c3cccc4nsnc34)ccc(O)c12 | -7 | -7 | -9 | 1 | 9 | 1 | 27 | -0.5 | -12
Cc1cccc(NC(=O)c2nc[nH]c2C(=O)N[C@@H](C)C(=O)OC(C)(C)C)c1 | 1 | -12 | -8 | 1 | 14 | 23 | 21 | 0.5 | 33
O=C(NCc1ccco1)C(=O)c1cn(CC(=O)N2CCCC2)c2ccccc12 | -14 | 1 | 2 | 1 | 11 | -4 | 18 | 1.0 | -15

Single entries from the entries so far:
O=C(CCCC(=O)N(CC(=O)NC1CCCC1)Cc1ccc(F)cc1)Nc1ccccn1 in L929 necroptosis: 1.2
O=C(Nc1ccc2[nH]c(=O)[nH]c2c1)C(F)(F)F in PGE2 EP2 inh: 7
Cn1cnc2c1c(=O)n(Cc1cccc(Br)c1)c(=O)n2C in Calpain2 inh: 5
Cc1cccc(OCCNC(=O)c2ccc(Oc3ccc(C(F)(F)F)cc3[N+](=O)[O-])cc2)c1 in PGE2 EP2 inh: 5
COC(=O)C1=C(C)N(c2cccc(C(C)=O)c2)C(=O)C1 in Hck-Nef inh: 8
O=c1cc(-c2ccccc2Cl)oc2c(NS(=O)(=O)c3cccc4nsnc34)ccc(O)c12 in 14-3-3 Bad PPI: -7
